High-throughput results as filed in PubChem.
Gli-Sufu antag: blocks Gli-Sufu signaling in a luciferase reporter. hit rate 0.74% among 340,000. Sufu-KO-LIGHT fibroblasts, Gli luciferase reporter luminescence. inhibition, % at 5 µM;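 active = inhibition above about 55%, limit read from the data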;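 note: 0% = DMSO-treated cells and 100% = wells with medium but no cells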
Apaf1 inhib: human Apaf-1 inhibition; O14727; reconstituted apoptosome caspase-3 activity, DEVD-Rh110 fluorescence; inhibition, % at 20 µM; hit rate 0.71% among 330,000; AID 489030; active = inhibition of at least 40% at 20 µM;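 note: plate controls were DMSO wells for no effect and DEVD-CHO caspase inhibitor wells for full effect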
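System: Apoptosome proteins | Medium: Hepes pH 7.5 with detergent and BSA | Also added: Cytochrome c trigger plus (Z-DEVD)2-Rh110 caspase-3 substrate | Incubation: 30 min compound preincubation, 50 min activation, room temperature | Detection: Rhodamine 110 fluorescence at Ex 480/Em 540 nm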
697 NFkB inh: lowers PMA/ionomycin-induced NF-kB signal in 697 B cells; inhibition, % at 4 µM; hit rate 0.33% among 330,000; 697 B-cell NF-kB luciferase reporter, 16 h; in the data active = inhibition above about 35%
UBC13 polyUb: human UBC13 polyubiquitination inhibition; AID 485273; hit rate 0.47% among 330,000; UBC13 polyubiquitin chain formation, TR-FRET; inhibition, % at 20 µM; P61088; in the data active = inhibition above about 45%, passing the limit was not always enough
Target sequence (P61088 whole entry, looked up): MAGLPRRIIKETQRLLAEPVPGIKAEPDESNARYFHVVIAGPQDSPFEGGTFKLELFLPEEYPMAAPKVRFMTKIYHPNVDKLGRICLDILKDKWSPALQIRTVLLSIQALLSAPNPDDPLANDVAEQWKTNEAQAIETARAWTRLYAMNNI
Jurkat NFkB inh: inhibitors of the PMA/ionomycin-induced NF-kB reporter in Jurkat cells. hit rate 0.53% among 330,000. inhibition, % at 4 µM. PMA/ionomycin-induced NF-kB luciferase reporter, luminescence. AID 435003
SENP7 block: blocks the human protease SENP7. Q9BQF6. recombinant SENP7, Z-RLRGG-aminoluciferin luminescence, 40 min. inhibition, % at 5 µM. hit rate 1.5% among 330,000. AID 434973;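 active = inhibition above about 50% at the single test dose, limit read from the data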;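 note: plate controls were DMSO with enzyme for no effect and no enzyme buffer wells for full effect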
Target sequence (Q9BQF6 706-1050 limits assumed): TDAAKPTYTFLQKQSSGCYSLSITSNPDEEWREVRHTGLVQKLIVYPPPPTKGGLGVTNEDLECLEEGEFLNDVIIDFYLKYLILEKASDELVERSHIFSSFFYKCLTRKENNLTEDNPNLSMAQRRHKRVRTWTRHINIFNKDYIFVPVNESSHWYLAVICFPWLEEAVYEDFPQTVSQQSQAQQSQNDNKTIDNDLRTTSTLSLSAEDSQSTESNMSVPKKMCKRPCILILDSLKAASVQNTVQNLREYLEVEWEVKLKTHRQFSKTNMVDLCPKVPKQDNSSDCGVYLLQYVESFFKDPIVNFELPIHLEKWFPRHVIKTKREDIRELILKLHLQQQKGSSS
HKDC1 inhibitor: HKDC1 (human) hexokinase inhibition; recombinant HKDC1, G6PDH/diaphorase resazurin coupled fluorescence; hit rate 0.16% among 340,000; inhibition, % at 20 µM; AID 493160;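 active = inhibition above about 35% when tested at 20 µM, limit read from the data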;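 note: plate controls were DMSO wells with enzyme for no effect and DMSO wells lacking enzyme for full effect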
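Assay system: in-house recombinant HK5 (HKDC1) enzyme. Input: HKDC1 at 5 µg/mL. Medium: Tris pH 8.0 buffer with MgCl2, Tween-20, BSA, BME. Dosing: single 20 µM dose. Schedule: 90 min reaction incubation at room temperature, dark. Signal: resazurin-to-resorufin fluorescence via G6PDH and diaphorase coupling, 525/613 nm. Controls: DMSO-enzyme wells negative, buffer-substituted wells positive.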
SENP8 block: blocks the human protease SENP8; Q96LD8; purified SENP8, Z-RLRGG-aminoluciferin cleavage, luminescence; inhibition, % at 10 µM; hit rate 1.2% among 330,000
Target sequence (Q96LD8 whole entry, looked up): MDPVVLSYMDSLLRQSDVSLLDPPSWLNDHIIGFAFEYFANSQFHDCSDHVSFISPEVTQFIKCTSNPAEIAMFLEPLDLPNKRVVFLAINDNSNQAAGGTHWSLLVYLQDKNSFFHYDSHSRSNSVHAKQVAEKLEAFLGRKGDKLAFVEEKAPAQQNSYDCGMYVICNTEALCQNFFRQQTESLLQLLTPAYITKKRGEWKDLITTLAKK
Starred values were filed as active, the others as inactive; / = no result given. Cut-off read from the data, not from the text of the source, unless noted: active = inhibition above about 50%; inactive = the rest.

Compound	Gli-Sufu antag	Apaf1 inhib	697 NFkB inh	UBC13 polyUb	Jurkat NFkB inh	SENP7 block	HKDC1 inhibitor	SENP8 block
CCc1ccc([C@@H]2CC=C(C(=O)O)[C@H](c3ccc(C(C)(C)C)cc3)N2S(=O)(=O)c2ccc(C)cc2)cc1	1	18	-3	-30	4	4	9	18
CCOC(=O)C1(Cc2cccc(OC)c2)CCCN(C(=O)c2ccccc2C)C1 (configuration not stated)	4	-9	-30	-4	-34	4	0	-2
CCOC(=O)c1c(N)c(C#N)c2n1CCCCC2	-2	8	2	-9	-13	10	-2	6
CCCCC(=O)NC(NC(=S)N1CCCCCC1)C(Cl)(Cl)Cl (configuration not stated)	17	15	1	-12	-3	-8	-6	-17
CCC(C(=O)N(C(C)C)C(C)C)c1ccccc1 (configuration not stated)	-8	-1	16	5	5	3	-5	5
CCOc1ccc(Br)cc1S(=O)(=O)Nc1ccc(Cl)c(S(=O)(=O)N(CC)c2ccccc2)c1	0	18	-6	3	-2	0	15	6
O=C(N/N=C/c1ccoc1)c1ccc([N+](=O)[O-])cc1	2	5	13	-3	-2	-5	3	-5
N#C/C(=C\c1cccc(Cl)c1)C(=O)c1ccccc1	7	10	10	2	3	5	6	0
COc1ccc(CC(=O)OCC(=O)Nc2ccc(Cl)cn2)cc1	-21	-14	21	1	3	6	-10	6
CC(C)(C)c1ccc(/C=C(\C#N)C(=O)NCCN2CCOCC2)cc1	10	0	18	4	-7	-4	-5	3
CCCC[C@@H]1C[C@H]1[C@@H](NC(=O)c1ccco1)c1ccccc1C(F)(F)F	3	12	15	3	-1	0	-1	-6
O=C(NNC(=S)NC(=O)c1ccc(Br)cc1)c1ccc([N+](=O)[O-])cc1	-14	6	-4	-22	-3	10	-20	0
CCCCc1cc(=O)oc2cc(OCC(=O)N3CCC(C(N)=O)CC3)ccc12	4	-10	15	0	17	-2	1	1
O=C(N/N=C/c1ccccn1)c1sc2ccccc2c1Cl	6	10	-8	8	45	47	12	30
COCCN(C(=O)CSCc1ccc(C)cc1)c1c(N)n(CC(C)C)c(=O)[nH]c1=O	1	-9	16	0	18	8	-5	-1

Filtered by structure: the entries above containing a nitro group on carbon (two)
Compound	Gli-Sufu antag	Apaf1 inhib	697 NFkB inh	UBC13 polyUb	Jurkat NFkB inh	SENP7 block	HKDC1 inhibitor	SENP8 block
O=C(N/N=C/c1ccoc1)c1ccc([N+](=O)[O-])cc1	2	5	13	-3	-2	-5	3	-5
O=C(NNC(=S)NC(=O)c1ccc(Br)cc1)c1ccc([N+](=O)[O-])cc1	-14	6	-4	-22	-3	10	-20	0

Further records follow.
Compound	Gli-Sufu antag	Apaf1 inhib	697 NFkB inh	UBC13 polyUb	Jurkat NFkB inh	SENP7 block	HKDC1 inhibitor	SENP8 block
c1ccc(-n2nnnc2Sc2n[nH]c(-c3ccncc3)n2)cc1	2	-8	11	2	3	9	-3	2
Cc1nn(C)c(C)c1Sc1ccc(Br)cc1	8	5	10	8	5	-7	-9	1
COCCNC(C)C(=O)C12CC3CC(CC(C3)C1)C2 (configuration not stated)	-6	4	-9	1	5	-10	-3	-1
COc1ccc(Br)cc1CNC(=O)CCC(=O)n1nc(C)c2ccccc21	-5	15	-3	-4	4	5	-5	7
O=C(OCCN1CCOCC1)c1ccc(O)cc1	-33	-1	-4	0	11	0	2	-5
O=C1C2ON(c3ccccc3)C(c3ccccn3)C2C(=O)N1c1ccc(Br)cc1 (configuration not stated)	-3	5	23	3	9	3	6	0
Cc1ccc(S(=O)(=O)Nc2ccc(Cl)cn2)cc1	-14	-4	11	-4	10	2	-1	-1
CCOC(=O)c1c(NC(=O)CN2C(=O)NC3(CCC(C)CC3)C2=O)sc(C(=O)N(C)C)c1C (configuration not stated)	-1	7	14	-1	0	-5	-1	9
COc1ccc(OCCC(=O)NC2CCCCC2)cc1	0	-8	13	5	-8	-3	-9	-2
O=C(NCCc1ccccc1Cl)C1CCC(=O)N(C2CCCCCC2)C1 (configuration not stated)	-12	-5	-1	-2	-4	18	-5	-5
O=C1C(Cc2cccc([N+](=O)[O-])c2)SC(=Nc2ccccc2)N1c1ccccc1 (configuration not stated)	62*	21	-10	-6	-4	-2	3	-11
CC(=O)c1ccc(N2CCN(C(=O)C3CCCN(S(=O)(=O)c4c(C)[nH]c(=O)[nH]c4=O)C3)CC2)cc1 (configuration not stated)	-6	-2	6	-10	-2	4	-9	1
CC(C)(C)c1ccc(NC(=O)NC2CCCc3ccccc32)cc1 (configuration not stated)	-12	-5	-22	-13	24	1	1	3
CC1Cc2ccccc2N1C(=O)COC(=O)Cn1nnc(-c2ccccc2)n1 (configuration not stated)	4	9	31	-6	2	-5	3	-14
COc1cc(NC(=O)c2ccc(C(=O)c3ccccc3)cc2)cc(OC)c1OC	11	4	-3	-6	6	-5	-1	-5

Compound	Gli-Sufu antag	Apaf1 inhib	697 NFkB inh	UBC13 polyUb	Jurkat NFkB inh	SENP7 block	HKDC1 inhibitor	SENP8 block
CC(OC(=O)c1ccc(-n2cnnn2)cc1)C(=O)Nc1ccccc1[N+](=O)[O-] (configuration not stated)	-4	7	1	8	12	2	4	-9
CCOC(=O)c1c(CN2CCN(CC#N)CC2)n(C)c2cc(Br)c(OC)cc12	26	16	-9	3	-9	-8	-2	-17
Cc1cc(NC(=O)Cn2cnc3c(nnn3-c3cccc(F)c3)c2=O)no1	13	-9	-1	23	19	4	-4	-1
c1ccc(-c2n[nH]c(-c3ccccn3)n2)cc1	-52	0	-101	-12	-111	64*	-3	32
CCCOc1ccc(-c2nc(C#N)c(NCC3CCCO3)o2)cc1 (configuration not stated)	2	9	-6	14	-8	2	2	5
Cc1oc2c(O)c(O)ccc2c(=O)c1-c1cnn(-c2ccccc2)c1	11	18	-105	-10	-3	9	9	12
N#CC1(NC(=O)CSc2n[nH]c(-c3ccccc3)n2)CCCCC1	-4	-2	-13	10	-4	11	-3	-17
C#CCOCCOCCOCCNc1nc(N2CCN(C(=O)[C@H]([C@@H](C)CC)n3cc([C@@H](N)CC(C)C)nn3)CC2)nc(N2CCN(C(=O)[C@H]([C@@H](C)CC)n3cc([C@@H](N)CC(C)C)nn3)CC2)n1	-7	10	20	66*	9	9	-9	1
C=CCCC(=O)Nc1ccc(Br)cn1	-2	-1	0	-6	13	2	14	5
COc1ccc(OC)c(N2C(=O)C(Cl)=C(N3CCCCC3)C2=O)c1	4	4	3	-1	18	-1	-2	-3
O=C(Nc1ccc(F)cc1)c1cccc2ccccc12	-5	-8	11	1	6	3	-4	-13
O=C(NNc1ccccc1)C(=O)N1CCCCC1	4	-11	18	17	6	-7	2	-5
O=C(Nc1ccc2c(c1)CCCN2C(=O)c1cccs1)c1cccc(F)c1	26	14	-149	-1	-25	36	3	43
CC(C)c1nc(SCC(=O)N2CCN(c3ccccc3)CC2)c2c(=O)n(C)c(=O)n(C)c2n1	7	25	-28	7	12	-4	2	8
Nc1ccc(Oc2ccccc2-c2ccccc2)cc1	20	-1	14	-3	-13	2	7	-4

Compound	Gli-Sufu antag	Apaf1 inhib	697 NFkB inh	UBC13 polyUb	Jurkat NFkB inh	SENP7 block	HKDC1 inhibitor	SENP8 block
CC1(C(=O)O)Sc2[nH]c(=O)sc2C2c3ccccc3OC(=O)C21 (configuration not stated)	-7	-4	-6	-2	-3	-2	4	6
CC(C)(C)NNC(=S)Nc1cccc(F)c1	5	-1	8	6	-3	3	-6	2
CC1CCN(C(=O)COC(=O)/C=C/c2ccc([N+](=O)[O-])cc2)CC1	31	0	-28	-18	34	-5	-3	-12
Nc1ccc(S(=O)(=O)Nc2ccnn2-c2ccccc2)cc1	-5	-4	7	-4	20	-5	-9	-4
O=C(CNS(=O)(=O)c1ccc(Br)s1)NCc1ccc2c(c1)OCO2	1	2	-2	-1	-6	-4	-5	-11
NC(=O)COC(=O)CC12CC3CC(CC(C3)C1)C2	-11	-11	16	-2	12	4	-8	2
COc1ccccc1CNS(=O)(=O)c1cccc2nsnc12	-1	9	-3	-6	-4	-3	-5	-7
CCN(Cc1cc(OC)c(OC)c(OC)c1)C(=S)Nc1cccc(SC)c1	9	-12	-5	3	2	5	3	0
CCN1/C(=C/c2cc[n+](CCCS(=O)(=O)[O-])c3ccccc23)Sc2ccccc21	2	11	14	-164	1	5	-6	5
COCCn1nnnc1C(c1cccc(C(F)(F)F)c1)N1CCOCC1 (configuration not stated)	6	1	-12	-5	2	-8	-6	-4
O=C(Nc1nccs1)c1ccccc1Br	-14	6	-19	-5	-12	8	0	-5
O=C(COc1ccccc1Cl)c1ccc2c(c1)CCCC2	-44	18	-94	-7	-87	-3	1	-1
CC1(C(=O)OCC(=O)Nc2ccccc2)CC1(Cl)Cl (configuration not stated)	-26	-4	6	-7	-17	8	-6	4
O=C(COC(=O)c1cc(Br)ccc1O)Nc1cccnc1Cl	0	9	24	47*	-12	-7	-6	-8
CCc1cccc(NC(=O)COC(=O)c2cc([N+](=O)[O-])ccc2N2CCOCC2)c1	9	19	-5	-7	46	-5	-4	10

Record cards, as listed above:
N#CC1(NC(=O)CSc2n[nH]c(-c3ccccc3)n2)CCCCC1 is listed as Gli-Sufu antag: -4; Apaf1 inhib: -2; 697 NFkB inh: -13; UBC13 polyUb: 10; Jurkat NFkB inh: -4; SENP7 block: 11; HKDC1 inhibitor: -3; SENP8 block: -17
O=C1C2ON(c3ccccc3)C(c3ccccn3)C2C(=O)N1c1ccc(Br)cc1 (configuration not stated) is listed as Gli-Sufu antag: -3; Apaf1 inhib: 5; 697 NFkB inh: 23; UBC13 polyUb: 3; Jurkat NFkB inh: 9; SENP7 block: 3; HKDC1 inhibitor: 6; SENP8 block: 0

Other records follow.
Compound	Gli-Sufu antag	Apaf1 inhib	697 NFkB inh	UBC13 polyUb	Jurkat NFkB inh	SENP7 block	HKDC1 inhibitor	SENP8 block
O=C(O)c1ccccc1-c1ccccc1C(=O)NCCCO	0	-11	3	5	6	23	-14	-2
CCC(c1nnnn1Cc1ccccc1)N1CCN(c2ccccc2)CC1 (configuration not stated)	-10	6	1	-2	5	1	-2	-5
OCCC1CN(Cc2cccc3nccnc23)CCN1Cc1ccc(F)cc1 (configuration not stated)	6	-19	14	9	12	13	-4	5
CCCCN1CC[C@H]2C=CC[C@@H](C(=O)Nc3ccccc3)[C@H]2C1=O	-4	6	3	2	-11	1	-4	1
COc1ccc(C(=O)Nc2nc3cc4c(cc3s2)OCO4)c(OC)c1	-96	-14	-179	36	-174	-10	3	-6
O=C1c2ccccc2C(=O)N1C/C=C/c1ccccc1	-5	1	22	13	11	-1	1	-2
COc1ccc(Cc2nnc(SCC(=O)NC3CCCC3)o2)cc1	-9	-5	21	6	-8	-2	-5	1
CCc1cccc(CC)c1N(COC)C(=O)Cn1cnc2ccccc21	3	8	2	2	-14	-9	-11	-7
CCCCNC(=S)Nc1ccc2nc(N3CCN(CC)CC3)cc(C)c2c1	/	6	-22	11	-14	-1	3	1
CCC(C)NS(=O)(=O)c1ccc(N)cc1 (configuration not stated)	-6	-9	7	0	15	6	-7	0
CC(=O)c1ccc(OCCCC(=O)Nc2nnc(C3CC3)s2)cc1	5	-4	13	5	12	3	-2	9
CN(C(=O)c1ccoc1)c1ccc2ccccc2c1	4	-4	-32	8	23	-7	1	-2
CCOC(=O)[C@H]1[C@H]2COc3ccc(C)cc3[C@@H]2N2C(=O)c3cc(F)c(F)cc3NC(=O)[C@@]12C	-2	10	17	-1	5	9	-1	-18
CCN1C(=O)C2CCCCN2c2ccc(C(=O)NCCOC)cc21 (configuration not stated)	3	-4	14	3	3	5	7	7
Clc1ccc(Oc2nc(Oc3ccc(Cl)cc3)nc(N3CCOCC3)n2)cc1	14	31	-7	-5	-12	-20	-7	-11
CC(=O)c1cccc(CN2CCCC(CCC(=O)NCc3ccccc3F)C2)c1 (configuration not stated)	8	12	-33	-18	-4	-8	-1	-12
O=C(NCCCN1CCCC1=O)c1cccc(S(=O)(=O)N2CCN(c3ccc(F)cc3)CC2)c1	14	0	-7	2	5	-5	3	2
Cc1noc(C)c1C(=O)OCC(=O)NCCc1ccc(Cl)cc1	-7	6	15	0	-2	1	-4	-4
